Anthrax LF inh2: anthrax lethal factor protease inhibition. AID 588501. 360,000 tested, 0.12% active. inhibition, % at 10 µM. multiplex microsphere protease cleavage assay, LF. P15917; further: plate controls were buffer without enzyme for full effect and enzyme alone for no effect
BH1578 lux ind: inducers of Vibrio cholerae quorum light production without autoinducers; V. cholerae BH1578 lux reporter, luminescence, 6 h; activation, % at 18.7 µM; 350,000 tested, 0.16% active; in the data active means activation mostly above about 9.7%, no sharp cut-off; further: not every result past the cut was called active; inactives centre near 0; reference of the scale not given here
PfHsp40 rescue: restores yeast growth despite PfHsp40 toxicity; S. cerevisiae expressing PfHsp40, growth rescue, ATP luminescence; growth rescue, % at 12.5 µM; 340,000 tested, 0.68% active; AID 504582; in the data active means growth rescue above about 28%, passing the limit was not always enough;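 further: yeast W303a lacking pdr1 and pdr3 grown in galactose medium; growth measured after three days at 30 °C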
SSB-PriA inh: inhibitors of Klebsiella pneumoniae PriA binding to SSB C-terminal tail. AlphaScreen SSBct-PriA binding, biotinylated peptide. inhibition, % at 33 µM. 430,000 tested, 0.6% active. AID 1272365; in the data active means inhibition mostly above about 37%, no sharp cut-off; inactive means mostly below about 20%;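 further: plate controls were negative control peptide for no effect and reference peptide for full effect; strong numbers were not always called active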
BoNT-A LC inh2: inhibitors of Botulinum neurotoxin A light chain protease; inhibition, % at 10 µM; AID 588499; multiplex microsphere protease substrate cleavage, flow cytometry; 360,000 tested, 0.17% active; further: plate controls were buffer without enzyme for full effect and enzyme alone for no effect
VHR inh abs: blocks human VHR1 dual specificity phosphatase; P51452; recombinant VHR phosphatase, pNPP absorbance; inhibition, % at 13.3 µM; 290,000 tested, 0.52% active; in the data active means inhibition above about 50%; further: some compounds called inactive have numbers as strong as hits
CCHF vOTU inh: CCHFV vOTU protease inhibition | Pep-AMC fluorescence | inhibition, % at 11.5 µM | 370,000 tested, 0.55% active; in the data active means inhibition above about 30%; further: 0% = vehicle wells with enzyme and 100% = no enzyme wells
3CLpro inhibitor: SARS-CoV 3CLpro protease inhibition | inhibition, % at 6 µM | 290,000 tested, 0.14% active | recombinant SARS-CoV 3CLpro, quenched FRET peptide cleavage; in the data active means inhibition above about 12%
TcdB GH inh: blocks C. difficile toxin B glycohydrolase activity; TcdB glycohydrolase enzymatic assay, plate reader; 350,000 tested, 0.24% active; AID 652162; inhibition, % at 9.99 µM; in the data active means inhibition above about 10%
Target sequence (P18177 whole entry, looked up): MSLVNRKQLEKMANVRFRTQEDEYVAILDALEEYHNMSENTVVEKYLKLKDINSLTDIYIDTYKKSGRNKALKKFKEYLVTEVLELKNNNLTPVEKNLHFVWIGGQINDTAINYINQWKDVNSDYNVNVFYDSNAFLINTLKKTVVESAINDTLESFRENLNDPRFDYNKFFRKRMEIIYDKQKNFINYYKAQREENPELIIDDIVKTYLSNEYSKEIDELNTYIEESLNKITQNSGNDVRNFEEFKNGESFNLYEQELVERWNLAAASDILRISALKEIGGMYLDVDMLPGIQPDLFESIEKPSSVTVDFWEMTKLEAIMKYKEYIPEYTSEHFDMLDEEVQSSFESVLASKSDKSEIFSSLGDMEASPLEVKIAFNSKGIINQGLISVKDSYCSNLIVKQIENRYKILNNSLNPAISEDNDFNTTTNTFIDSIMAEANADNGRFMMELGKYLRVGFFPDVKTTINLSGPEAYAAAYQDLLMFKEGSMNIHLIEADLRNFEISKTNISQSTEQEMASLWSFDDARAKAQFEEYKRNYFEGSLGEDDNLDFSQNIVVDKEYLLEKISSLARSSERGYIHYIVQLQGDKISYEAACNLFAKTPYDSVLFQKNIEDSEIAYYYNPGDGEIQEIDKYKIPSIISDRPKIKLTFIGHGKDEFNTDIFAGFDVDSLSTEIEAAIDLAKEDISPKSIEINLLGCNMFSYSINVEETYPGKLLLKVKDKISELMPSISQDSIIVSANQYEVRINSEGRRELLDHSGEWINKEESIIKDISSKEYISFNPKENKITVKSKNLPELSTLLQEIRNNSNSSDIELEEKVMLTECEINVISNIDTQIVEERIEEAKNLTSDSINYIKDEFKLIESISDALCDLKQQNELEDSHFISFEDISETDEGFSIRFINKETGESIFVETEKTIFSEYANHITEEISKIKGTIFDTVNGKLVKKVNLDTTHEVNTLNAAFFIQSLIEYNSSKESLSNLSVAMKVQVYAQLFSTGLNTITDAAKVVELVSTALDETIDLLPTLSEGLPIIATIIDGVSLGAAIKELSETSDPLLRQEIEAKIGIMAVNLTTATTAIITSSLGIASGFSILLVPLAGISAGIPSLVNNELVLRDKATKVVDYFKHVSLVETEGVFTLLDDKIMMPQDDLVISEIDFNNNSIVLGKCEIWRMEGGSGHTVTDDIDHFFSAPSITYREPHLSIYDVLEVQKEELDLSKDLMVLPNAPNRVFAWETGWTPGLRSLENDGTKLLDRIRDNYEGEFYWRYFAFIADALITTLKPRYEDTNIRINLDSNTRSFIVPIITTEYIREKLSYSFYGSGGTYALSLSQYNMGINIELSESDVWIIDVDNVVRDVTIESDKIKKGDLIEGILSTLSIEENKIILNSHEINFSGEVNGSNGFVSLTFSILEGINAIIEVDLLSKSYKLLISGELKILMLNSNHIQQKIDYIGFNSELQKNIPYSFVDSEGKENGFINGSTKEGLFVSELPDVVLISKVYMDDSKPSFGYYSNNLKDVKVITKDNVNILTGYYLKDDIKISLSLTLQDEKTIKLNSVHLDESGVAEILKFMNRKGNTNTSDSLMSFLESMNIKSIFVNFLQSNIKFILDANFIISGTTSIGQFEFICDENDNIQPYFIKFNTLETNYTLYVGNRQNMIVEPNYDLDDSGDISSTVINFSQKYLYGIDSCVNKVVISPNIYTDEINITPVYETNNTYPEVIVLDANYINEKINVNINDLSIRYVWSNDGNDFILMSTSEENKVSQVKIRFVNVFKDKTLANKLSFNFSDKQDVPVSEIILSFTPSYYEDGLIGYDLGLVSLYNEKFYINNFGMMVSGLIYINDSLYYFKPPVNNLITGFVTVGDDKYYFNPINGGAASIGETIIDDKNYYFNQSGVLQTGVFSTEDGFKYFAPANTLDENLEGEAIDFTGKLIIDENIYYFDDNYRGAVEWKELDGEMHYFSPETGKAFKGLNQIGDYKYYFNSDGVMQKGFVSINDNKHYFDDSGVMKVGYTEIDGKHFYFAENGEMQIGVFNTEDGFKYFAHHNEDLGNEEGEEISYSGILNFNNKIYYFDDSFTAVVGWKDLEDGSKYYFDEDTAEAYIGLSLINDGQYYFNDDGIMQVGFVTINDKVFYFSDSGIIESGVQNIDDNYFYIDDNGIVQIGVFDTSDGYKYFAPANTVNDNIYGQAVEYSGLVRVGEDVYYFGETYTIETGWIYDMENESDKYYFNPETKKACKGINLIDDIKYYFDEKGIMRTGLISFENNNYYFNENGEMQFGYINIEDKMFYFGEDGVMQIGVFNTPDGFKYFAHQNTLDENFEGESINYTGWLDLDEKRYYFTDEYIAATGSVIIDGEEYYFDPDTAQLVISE
Y pestis TopoI: Y. pestis Topo-I inhibition via cleavage products; 360,000 tested, 0.064% active; AID 504884; activity, % at 10 µM; Y. pestis Topo-I cleavage product accumulation, plate reader; in the data active means activity above about 50%, passing the limit was not always enough; further: inactives centre near 2
The depositor's hits bear a star; i = inactive; . = not tested or not shown. Unless noted, no stated cut-off is given here; in the data, active means inhibition above about 30%; inconclusive means no clear call, values can overlap the other calls; inactive means below that. A portion of the library; the hit share may differ from the screen's.

SMILES | Anthrax LF inh2 | BH1578 lux ind | PfHsp40 rescue | SSB-PriA inh | BoNT-A LC inh2 | VHR inh abs | CCHF vOTU inh | 3CLpro inhibitor | TcdB GH inh | Y pestis TopoI
N/C(=N\OC(=O)Cc1ccccc1[N+](=O)[O-])c1ccc(Br)cc1 | -9 | i | 2.2 | . | -0.8 | 11 | -2 | 4 | 1.2 | 5
C=CCN(C(=O)c1csnn1)C(C(=O)NC1CCCC1)c1ccc(Cl)cc1 (stereo unspecified) | 7 | i | -0.5 | 5 | 0.2 | -4 | 7 | 0 | 1.7 | 8
O=C(Nc1cccc(-n2cccn2)c1)C1CCCN(Cc2ccccc2F)C1 (stereo unspecified) | 4 | -1.6 | -1.6 | -2 | -0.8 | 2 | 11 | -2 | -9.2 | 8
CCC(Cc1ccccc1)NS(=O)(=O)c1ccc2c(c1)NC(=O)CS2 (stereo unspecified) | 0 | i | 0.0 | 3 | -3.6 | -5 | 7 | 10 | -1.4 | 7
N#CCCCCn1ccc(NC(=O)c2ccc(Cl)cc2O)n1 | -18 | -0.4 | -2.0 | -4 | -0.6 | . | -20 | . | -0.3 | 3
COc1ccc(NC(=O)N2CCc3cc(OC)c(OC)cc3C2)cc1 | -1 | i | 0.2 | -4 | 0.9 | 17 | -8 | -1 | -2.2 | 2
COc1ccc(C(=O)Nc2ccc3ccccc3c2)cc1 | -5 | -0.8 | -0.7 | -1 | -2.7 | 16 | -2 | -8 | 0.8 | -3
NS(=O)(=O)c1ccc(N2N=C(c3ccccc3)CC2c2ccccc2)cc1 (stereo unspecified) | 0 | i | 0.2 | -57 | 1.1 | -3 | -284 | -1 | . | 22
CCOC(=O)N1CCC(NC(=O)c2cccs2)CC1 | -1 | -0.3 | 0.0 | -11 | -0.1 | -4 | -2 | 0 | -0.9 | -14
FC(F)(F)c1ccc(Cl)c(-n2c(-c3cc(-c4ccco4)[nH]n3)n[nH]c2=S)c1 | -15 | -0.6 | 1.1 | 6 | -0.4 | -15 | -4 | 0 | 0.7 | 1
CCCOc1ccc(C(=O)NC(=S)NNC(=O)c2c(-c3ccccc3)noc2C)cc1 | -6 | i | 1.0 | 5 | -0.8 | 32 | -12 | 0 | 1.5 | -3
CC1CCC2(CC1)NC(=O)N(CC(=O)Nc1sc3c(c1C(N)=O)CCC3)C2=O (stereo unspecified) | -3 | . | -0.7 | 7 | -0.3 | 5 | -4 | 5 | -0.1 | 2
CC(=O)c1c(C)[nH]c(C(=O)OCC(=O)Nc2ccc(Cl)c(S(=O)(=O)N(C)C)c2)c1C | -3 | 3.1 | 0.0 | -2 | -1.8 | 26 | -9 | 8 | 2.1 | -6
FC(F)(F)c1cccc(NC(=S)NC2CCCC2)c1 | 2 | -0.3 | 0.7 | -26 | -1.1 | 5 | 18 | -3 | . | 2
COc1c(C(O)CC(C)C)ccc2c1C(=O)OCc1cc(C)cc(O)c1O2 (stereo unspecified) | 2 | -0.4 | 0.6 | -4 | -0.4 | 3 | 6 | 2 | 2.8 | 7
COCCN(C(=O)COC(=O)CCCc1c[nH]c2ccccc12)c1c(N)n(Cc2ccccc2)c(=O)[nH]c1=O | -5 | i | -1.1 | -3 | -1.0 | . | 2 | . | 0.1 | 15
Cc1nc2ccccc2n1CC(=O)NCCN1CCOCC1 | -1 | i | -0.3 | -3 | 1.7 | 0 | -2 | -1 | -0.2 | -3
CC1=C(C(=O)Nc2ccc(CC(=O)NCc3ccccc3C)cc2)SCCO1 | -1 | -0.9 | 0.5 | -7 | -2.3 | 23 | 14 | -3 | -0.3 | 2
CCOC(=O)CN1C2=NCCCN2c2ccccc21 | -5 | -0.3 | 0.1 | -18 | -4.3 | 22 | 9 | 6 | 0.6 | -3
CC(=O)Nc1cccc(C(=O)Oc2cccc(C)c2)c1O | 1 | i | 0.6 | -5 | -0.5 | -2 | 1 | 1 | . | 10
CCCCn1c(SCc2nnc(-c3ccccc3)o2)nc2c1c(=O)n(C)c(=O)n2C | -2 | i | 2.4 | -13 | 4.6 | -2 | -13 | 7 | . | 31
CC(C)(C)c1ccc(C2CC2C(=O)N/N=C\c2cc3ccccc3nc2Cl)cc1 (stereo unspecified) | 2 | -0.1 | -0.5 | . | -0.9 | 20 | 9 | 4 | . | -3
CC(C)c1nc2sc3c(NCc4ccco4)ncnc3c2c2c1COC(C)(C)C2 | -4 | -0.3 | 1.8 | . | -0.5 | -2 | 7 | 0 | . | 18
CCOc1ccc2[nH]cc(C(=O)NCCCN3CCOCC3)c(=O)c2c1 | -8 | i | -0.4 | -4 | -1.4 | 39 | -7 | 4 | 0.9 | 2

Reprinted at random: 3 entries already listed
SMILES | Anthrax LF inh2 | BH1578 lux ind | PfHsp40 rescue | SSB-PriA inh | BoNT-A LC inh2 | VHR inh abs | CCHF vOTU inh | 3CLpro inhibitor | TcdB GH inh | Y pestis TopoI
CC1=C(C(=O)Nc2ccc(CC(=O)NCc3ccccc3C)cc2)SCCO1 | -1 | -0.9 | 0.5 | -7 | -2.3 | 23 | 14 | -3 | -0.3 | 2
Cc1nc2ccccc2n1CC(=O)NCCN1CCOCC1 | -1 | i | -0.3 | -3 | 1.7 | 0 | -2 | -1 | -0.2 | -3
CCOC(=O)CN1C2=NCCCN2c2ccccc21 | -5 | -0.3 | 0.1 | -18 | -4.3 | 22 | 9 | 6 | 0.6 | -3

3 structures from above, ordered by count of non-hydrogen atoms, largest number first.
SMILES | Anthrax LF inh2 | BH1578 lux ind | PfHsp40 rescue | SSB-PriA inh | BoNT-A LC inh2 | VHR inh abs | CCHF vOTU inh | 3CLpro inhibitor | TcdB GH inh | Y pestis TopoI
COCCN(C(=O)COC(=O)CCCc1c[nH]c2ccccc12)c1c(N)n(Cc2ccccc2)c(=O)[nH]c1=O | -5 | i | -1.1 | -3 | -1.0 | . | 2 | . | 0.1 | 15
CC(C)(C)c1ccc(C2CC2C(=O)N/N=C\c2cc3ccccc3nc2Cl)cc1 (stereo unspecified) | 2 | -0.1 | -0.5 | . | -0.9 | 20 | 9 | 4 | . | -3
FC(F)(F)c1cccc(NC(=S)NC2CCCC2)c1 | 2 | -0.3 | 0.7 | -26 | -1.1 | 5 | 18 | -3 | . | 2

Remaining list, next part
SMILES | Anthrax LF inh2 | BH1578 lux ind | PfHsp40 rescue | SSB-PriA inh | BoNT-A LC inh2 | VHR inh abs | CCHF vOTU inh | 3CLpro inhibitor | TcdB GH inh | Y pestis TopoI
O=C(NNc1ncnc2c1cnn2-c1ccccc1)c1cccs1 | -1 | -0.2 | 0.7 | -5 | -0.1 | 1 | -5 | -1 | 0.8 | 9
CCN(CC)S(=O)(=O)c1ccc(N2CCCC2)c(C(=O)Nc2ccc(OC)c(Cl)c2)c1 | -5 | -0.3 | 0.8 | -2 | 0.4 | 26 | 8 | 5 | . | 2
Cc1ccc(S(=O)(=O)N2CCCCC2)cc1C(=O)NC1CCCCC1 | -1 | -0.2 | -0.1 | -3 | -1.3 | 15 | -1 | 0 | 0.9 | 7
Cc1onc(-c2ccccc2)c1C(=O)N1CCN(Cc2ccc3c(c2)OCO3)CC1 | -2 | -0.4 | -1.5 | 2 | 0.1 | 44 | 2 | -2 | 0.3 | 4
CCCc1cc(-c2ccc(O)c(OCC)c2)c(C#N)c(N)n1 | 3 | 5.4 | -2.0 | -3 | 0.1 | -1 | 39* | 3 | . | 0
COCCCNC(=O)c1ccc(C2SCC(=O)N2Cc2ccco2)cc1 (stereo unspecified) | -4 | -0.3 | -0.7 | 3 | 0.2 | 12 | -4 | 7 | 0.4 | -2
CC1CN(S(=O)(=O)c2ccc(F)cc2)C(C)N1C(=O)N1CCOCC1 (stereo unspecified) | 1 | -0.7 | -0.4 | -14 | -1.2 | 8 | -2 | -4 | 1.1 | 3
Cc1ccc(CC2CC(=O)N(c3nc4ccccc4n3C)C2=O)cc1 (stereo unspecified) | 0 | 0.2 | -0.4 | -5 | 0.1 | -2 | 20 | -2 | . | 10
COc1ccc(-c2cc(NC=O)c3ncc(-c4cccc(C(F)(F)F)c4)n3c2)cc1OC | -2 | 0.2 | . | . | 0.3 | . | 8 | . | 0.2 | -5
CCN1C(=O)c2cccc3c(S(=O)(=O)N(C(C)=O)c4ccc(OC(C)=O)cc4)ccc1c23 | 2 | -1.2 | -1.0 | -27 | -0.1 | . | -36 | . | 4.0 | 22
O=C(CN1C(=O)COc2ccccc21)NCc1ccccn1 | 1 | -0.4 | -0.6 | -6 | -0.1 | -1 | 1 | -4 | . | 0
CNC(=O)c1cccc2cccc(Sc3ccccc3C(=O)O)c12 | -4 | -0.4 | 1.2 | -4 | 0.0 | 31 | 4 | 6 | 0.6 | -17
c1ccc(C2CCC(N3CCN(c4ccccc4)CC3)CC2)cc1 (stereo unspecified) | -7 | -0.3 | -0.6 | -7 | -0.9 | -12 | . | -5 | . | 16
COc1ccc(/C=N/Nc2nc(C(=O)O)cs2)cc1 | 0 | 5.2 | 0.7 | . | -1.9 | -2 | -1 | 0 | 0.7 | -3
COC(=O)c1ccccc1NC(=O)CSc1n[nH]c(-c2ccco2)n1 | -3 | -0.3 | -0.6 | -3 | 0.9 | 4 | 13 | 0 | 1.0 | 1
CCOC(=O)Cc1csc(NC(=O)Cc2ccc(Cl)cc2)n1 | -2 | -0.4 | 0.6 | -8 | -1.1 | 8 | 10 | -3 | 0.4 | -7
CCCC[C@H](CN[C@@H](CNC)[C@H](C)CC)NCCC12CCC(CC1)C2 | 2 | i | -0.9 | -3 | 0.0 | 21 | 10 | 4 | -1.2 | 2
CC(=O)c1ccc(N2CCN(C(=O)C3CCCN(S(=O)(=O)c4cnc[nH]4)C3)CC2)cc1 (stereo unspecified) | -3 | -0.3 | 0.5 | 0 | -1.1 | 32 | 34* | -6 | . | 5
CCCCN1CC(N2CCN(CCN(C)C)CC2)CS1(=O)=O (stereo unspecified) | 2 | . | . | . | -0.1 | . | 8 | . | 0.4 | .
O=C(CC(NS(=O)(=O)c1ccc(Cl)cc1)c1ccco1)N1CCc2ccccc21 (stereo unspecified) | -3 | i | 2.7 | 5 | 0.2 | 2 | 3 | -2 | 1.3 | 26
CCOc1ccccc1C(=O)NC(CO)C(=O)O (stereo unspecified) | -9 | -0.2 | -1.3 | -1 | -0.8 | 20 | -7 | -5 | . | 4
O=C(NC1CCS(=O)(=O)C1)c1ccc(S(=O)(=O)NCC2CCCO2)cc1 (stereo unspecified) | -2 | 1.0 | -0.4 | -11 | 0.2 | 11 | 12 | 2 | . | -3
CC(=O)Nc1ccc(NC(=O)C(C)OC(=O)/C=C/c2cn(-c3ccccc3)nc2-c2cccnc2)cc1 (stereo unspecified) | 0 | -0.2 | -2.4 | 7 | 1.2 | 1 | 6 | -1 | . | -5
CCCC(=O)NC(c1cccs1)c1cc(Cl)c2cccnc2c1O (stereo unspecified) | -1 | -1.6 | 0.3 | -17 | 1.1 | -17 | -8 | 3 | 0.5 | 12
CC1CC1C(=O)Nc1nc(-c2cccs2)c(-c2cccs2)s1 (stereo unspecified) | -2 | i | 1.6 | -16 | 1.1 | -19 | 9 | -1 | . | -18
CS(=O)(=O)Nc1cccc(C2=NN(C(=O)c3ccccc3Cl)C(c3ccccc3O)C2)c1 (stereo unspecified) | -2 | i | 1.2 | 8 | 0.1 | -2 | -1 | -2 | . | 14
Cc1ccc2c(CN3CCN(S(=O)(=O)/C=C/c4ccccc4)CC3)cc(=O)oc2c1 | 0 | -0.2 | 1.8 | 0 | -0.5 | 6 | -1 | 3 | . | 33
COc1ccc(Cc2n[nH]c(=S)n2NC(=O)Nc2ccc(Cl)c(Cl)c2)cc1 | -1 | -3.7 | 0.2 | -8 | -0.6 | -12 | 8 | 6 | -0.2 | -19
CC(C)CC1(C)N=C(c2ccccc2)C(=S)N1 (stereo unspecified) | -5 | -0.4 | 0.1 | 2 | -0.2 | 18 | 11 | 5 | 0.0 | 6
COc1ccc(CNC(=S)Nc2ccc(F)c(Cl)c2)cc1OC | -5 | -0.3 | -1.2 | -7 | -1.0 | 25 | -4 | 1 | -0.9 | 3
CC1(C(=O)NS(=O)(=O)c2ccc(Cl)cc2)CCN1C(=O)c1ccccc1 (stereo unspecified) | -1 | -0.1 | . | . | 0.3 | . | 3 | . | -1.0 | 11

Compound activity (PubChem BioAssay)
